Bioassay records from PubChem BioAssay.
KOR beta-arrestin-1: kappa opioid receptor blockers – cell-based, luminescence, uHTS (AID 1778); actives 0.091% (n = 290,000); KOR beta-arrestin recruitment, luminescence, antagonist mode; higher % means a stronger effect; inhibition, % at 10 µM; hits with a dose series show IC50 in µM; also: strong numbers were not always called active
Salmonella PhoP GFP: inhibitors of PhoP regulon expression, primary screen, Salmonella Typhimurium, GFP reporter (AID 1863); inhibition, % at 50 µM; hits with a dose series show IC50 in µM; S. Typhimurium PhoP-regulated promoter GFP reporter, 4 h; higher % means a stronger effect; actives 0.16% (n = 300,000);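 active = inhibition over 29.93%, a cutoff 3 SD above the screen mean, later confirmed by dose response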;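 also: 0% = low Mg2+ inducing control and 100% = high Mg2+ repressing control; strong numbers were not always called active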
HEK293 NOD2/NF-kB: inhibition of NOD2-driven NF-kB reporter – cell-based, luminescence, uHTS, HEK293 (AID 1566) | inhibition, % at 4 µM; hits with a dose series show EC50 in µM | actives 0.63% (n = 290,000) | HEK293 NOD2/NF-kB luciferase reporter, luminescence; higher % means a stronger effect; also: many of its hits are not listed in these tables
NOD1 NF-kB reporter: NOD1 signaling inhibitors, primary screen, cell-based, luminescence, uHTS (AID 1578) | NOD1-driven NF-kB luciferase reporter cells, luminescence; higher % means a stronger effect | inhibition, % at 4 µM; hits with a dose series show EC50 in µM | actives 1% (n = 290,000); in the data active = inhibition mostly above about 36%, no sharp cut-off; inactive = mostly below about 34%;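 also: HEK-293T reporter cells stimulated with the NOD1 agonist gamma-tri-DAP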
KOR beta-arrestin-2: KOR agonists, beta-arrestin recruitment, primary screen, cell-based, luminescence, uHTS (AID 1777); KOR beta-arrestin recruitment, luminescence; higher % means a stronger effect; activation, % at 10 µM, or EC50 in µM where a hit was titrated; actives 0.02% (n = 280,000); in the data active = activation above about 50%, passing the limit was not always enough; also: a part of the inactive calls stands beside numbers as strong as those of hits
Myeloid diff 2: myeloid differentiation induction | actives 1% (n = 360,000) | AID 624256 | calls only at 10 µM | ER-HoxA9 myeloid progenitors, lysozyme-GFP differentiation, flow cytometry;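 active = normalized GFP-positive differentiation at or above the plate's own cutoff, the solvent-only control mean plus 3 SD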;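 also: cells exposed to compound for four days before flow analysis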
LYP phosphatase: inhibitors of LYP phosphatase, biochemical, fluorescence intensity, uHTS (AID 1779). recombinant LYP phosphatase, fluorescence intensity; higher % means a stronger effect. inhibition, % at 11.5 µM, or IC50 in µM where a hit was titrated. actives 0.054% (n = 290,000);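 also: plate controls were vehicle with enzyme for no effect and no enzyme for full effect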
Siah-1 displacement: blockers of Siah-1 interaction with plectin peptide – biochemical, fluorescence polarization, rhodamine-plectin, uHTS, primary screen (AID 1817); Siah-1 / rhodamine-plectin peptide fluorescence polarization; higher % means a stronger effect; displacement, % at 20 µM; hits with a dose series show IC50 in µM; actives 0.02% (n = 290,000);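 active = displacement of at least 50% at 20 µM, with a fluorescence ratio check between 0.3 and a set limit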;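 also: plate controls were Siah plus tracer with DMSO for no effect and tracer alone without Siah for full effect; strong numbers were not always called active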
HIV fusion peptide: cell-free HIV fusion peptide-binding blockers – biochemical, uHTS, fluorescence dequenching, primary screen (AID 1986). cell-free peptide binding, fluorescence dequenching, 30 min; higher % means a stronger effect. inhibition, % at 20 µM; hits with a dose series show IC50 in µM. actives 0.3% (n = 290,000); in the data active = inhibition mostly above about 52%, no sharp cut-off; inactive = mostly below about 76%; also: some results filed as inactive read as strong as hits
Myeloid diff 2 GFP+ MAC1+ %: also measured in Myeloid diff 2; calls as there; GFP+ MAC1+ double positive, %; measured here: differentiation confirmed by MAC1 staining
* hit, by the source's call; i = inactive; nt = no result given; [ ] = another dose, or the depositor's remark. Rule as the data show it, unless noted: active = inhibition above about 50%; inactive = the rest. Only part of the results is shown, so the mix of outcomes need not match the whole.

SMILES	KOR beta-arrestin-1	Salmonella PhoP GFP	HEK293 NOD2/NF-kB	NOD1 NF-kB reporter	KOR beta-arrestin-2	Myeloid diff 2	Myeloid diff 2 GFP+ MAC1+ %	LYP phosphatase	Siah-1 displacement	HIV fusion peptide
Cc1nnc(SCc2ccc(Cl)c(Cl)c2)s1	-25%	1%	-15%	-23%	-2.6%	i	0.1	-12%	14%	0.4%
COc1nonc1NCn1nc(C)cc1C	22%	-1%	8%	-12%	-1.3%	i	0.1	-4%	13%	1.9%
COc1ccccc1N/C(N)=N/c1nc(C)cc(C)n1	19%	7%	-4%	-9%	4.6%	i	0.4	-6%	15%	1.5%
CC(C)n1nnnc1SCC(=O)NCCc1ccccc1	5%	3%	-20%	-11%	-1.8%	i	0.2	1%	0%	-0.7%
O=C(COc1ccccc1)Nc1ncccn1	4%	0%	7%	-13%	3.4%	i	7.1	-5%	2%	1.4%
CCOC(=O)N1CCN(C(=O)c2ccccc2N(Cc2ccccc2)S(=O)(=O)c2ccccc2)CC1	22%	1%	10%	-5%	-0.2%	i	1.0	-8%	0%	-1.0%
N#Cc1ccc(CSc2nnc(-c3ccccn3)n2-c2ccc(Cl)cc2)cc1	-23%	6%	-3%	6%	-0.1%	i	1.4	4%	-1%	-0.7%
CC(C)OCC1CC(CC(=O)NC(=S)Nc2cccc([N+](=O)[O-])c2)C(=O)O1 (stereo not given)	13%	3%	2%	-15%	-5.7%	i	3.1	-1%	10%	1.3%
COc1ccc([N+](=O)[O-])cc1C(=O)Nc1ccc(OCC(=O)N2CCOCC2)cc1	14%	-15%	10%	-16%	1.2%	i	0.9	3%	34%	1.3%
O=C(NCc1ccccc1)C(c1ccncc1)N(C(=O)c1csnn1)C1CC1 (stereo not given)	21%	18%	27%	-24%	-1.9%	i	0.4	-7%	-1%	-0.1%
CS(=O)(=O)N(CCc1ccccc1)CC(=O)N1CCN(c2ccccc2F)CC1	7%	-2%	-10%	-7%	4.0%	i	0.8	-2%	5%	-0.6%
CC1(C)C(=O)Nc2ccccc2N1C(=O)CN1C(=O)c2ccccc2C1=O	17%	-11%	2%	5%	9.0%	i	0.9	-9%	4%	1.1%
Cc1ccc(CNC(=O)CN(C(=O)C2(C)CC(=O)N=C3C=CC=CN32)c2cccc(C)c2C)cc1 (stereo not given)	-14%	-5%	18%	-8%	2.3%	i	3.9	-11%	5%	0.6%
CCOC(=O)c1ccc(NC(=S)N2CCC(C(N)=O)CC2)cc1	-1%	-10%	5%	-29%	4.3%	i	0.7	-1%	0%	1.4%
O=C(O)c1ccc(Cl)c(NCc2ccncc2)c1	-60%[20 µM]	nt	0%	-16%	-0.5%	i	0.4	-11%	-3%	0.2%
COc1cccc(-c2ccc(NC(=O)C3CCCN(CCCn4nc(C)cc4C)C3)cc2)c1 (stereo not given)	-51%	-3%	9%	-13%	5.1%	i	6.0	-3%	-3%	0.8%
CCCCc1cc(=O)oc2cc(OCC(=O)N(CC)CC)ccc12	14%	9%	2%	50%	-2.5%	i	0.5	-6%	-5%	3.2%
N=C(SC1CC(=O)N(c2ccc(F)cc2)C1=O)N1N=C(c2ccccc2)CC1c1ccccc1 (stereo not given)	-15%	-5%	-14%	-9%	3.9%	i	0.7	-1%	-7%	0.8%
Nc1c(S(=O)(=O)c2cccs2)c2nc3ccccc3nc2n1/N=C/c1cccc(O)c1	-48%	6%	-22%	-17%	-2.8%	i	1.1	3%	0%	0.8%
CSc1ccccc1-c1nnc(-c2ccc(Cl)cc2)o1	-42%	16%	-64%	-32%	0.4%	i	0.7	0%	-1%	-0.7%
O=C1OC(c2ccccc2)=NC12CC2c1ccc(Cl)cc1 (stereo not given)	5%	5%	16%	-20%	-1.4%	i	0.9	-8%	-5%	0.6%
O=C(CSc1ccccc1)N[C@@H](Cc1ccccc1)C(=O)O	-5%	-13%	17%	-3%	2.4%	i	0.9	-6%	11%	-0.2%
CCCCOC(=O)C1CN(c2ccccc2)N=C1C(C)=O (stereo not given)	-9%[20 µM]	nt	3%	-18%	-4.1%	i	0.4	1%	3%	0.5%
CC(C)OCCCn1c(=O)c2ccccc2n2c(CCC(=O)NC3CCN(Cc4ccccc4)CC3)nnc12	-36%	-5%	4%	26%	15%	i	1.3	-2%	-7%	0.9%
O=C(COC(=O)/C=C/c1ccc(Cl)cc1)Nc1ccccc1	32%	-10%	-2%	5%	0.7%	i	0.4	-6%	-6%	-2.2%
COc1ccc(-c2cc3nc(-c4ccccc4)cc(N4CCCC(O)C4)n3n2)cc1 (stereo not given)	-173%[20 µM]	nt	10%	-29%	nt	i	0.1	0%	7%	0.7%
COc1ccc(-c2cc(C(F)(F)F)nc(SCCC(=O)N3CCN4CCCC4C3)n2)cc1 (stereo not given)	-10%	-1%	4%	-29%	-7.3%	i	1.2	-4%	-1%	2.7%
CC(C)(C)c1ccc(-c2nnc(SC3CCOC3=O)n2Cc2ccccc2)cc1 (stereo not given)	7%	6%	2%	-44%	2.3%	i	1.3	3%	3%	-1.3%
CCOC(=O)N1CCN(Cc2nc3cc(NC(=O)CC)ccc3n2CC)CC1	19%	1%	-5%	-19%	0.4%	i	0.4	-9%	6%	1.0%
O=C1CCCN1CC1CCCN(Cc2nc(COc3ccccc3)no2)C1 (stereo not given)	12%[20 µM]	-5%	-11%	-22%	nt	i	1.0	-9%	2%	-0.9%
O=c1c2ccccc2cnn1CCOc1cccc(Br)c1	-5%	-9%	-64%	-52%	8.5%	i	0.4	-6%	4%	-1.6%
CCOC(=O)c1c(C)[nH]c(C)c1S(=O)(=O)N1CCN(c2ccc(F)cc2)CC1	-5%	2%	16%	-13%	-0.3%	i	0.0	-7%	1%	-0.8%
CCn1c2ccccc2n2c(=O)c(=O)n(CC(=O)Nc3ccc(C(C)C)cc3)nc12	1%	5%	17%	-3%	-0.7%	i	0.3	-6%	5%	0.9%
O=c1c2cn(Cc3ccc(F)cc3)c3ccc(F)cc3c-2nn1Cc1ccc(F)cc1	20%	nt	9%	-2%	3.0%	i	0.5	-5%	7%	1.6%
CCOc1ccccc1NC(=O)CN1C(=O)COc2ccc(C)cc21	-26%[20 µM]	-3%	9%	-1%	-0.6%	i	0.9	-11%	4%	1.1%
Cc1ccc(SCC(=O)N=C2NC(=O)CS2)cc1	-4%	-5%	6%	-28%	4.1%	i	0.2	-8%	-6%	0.6%
CCC(C)(C(=O)NC1CCCCC1)N(Cc1ccco1)C(=O)c1cnccn1 (stereo not given)	39%	2%	-12%	-9%	2.5µM*	i	1.1	-4%	6%	-1.6%
CCOc1ccc2nc(NC(NC(=O)CC)(C(=O)OC)C(F)(F)F)sc2c1 (stereo not given)	27%	18%	-9%	-30%	12%	i	6.2	-7%	0%	-1.8%
CCOC(=O)c1c(NC(=O)C[n+]2ccc(Cc3ccccc3)cc2)sc(C)c1C	-12%	0%	6%	18%	1.2%	i	0.4	1%	-7%	-2.8%
CCCCNc1c2c3c(cccc3n(C)c1=O)C(=O)c1ccccc1-2	6%	-206%	19%	-32%	-3.7%	i	72	0%	nt	148%
O=C(Nc1ccc(N2CCOCC2)cc1)C1CCCCC1	8%	-3%	-6%	-21%	1.8%	i	0.9	-6%	1%	0.4%
CN1CCN(C(=O)c2c(O)c3cccc4c3n(c2=O)CCC4)CC1	-7%	-10%	8%	-3%	-7.3%	i	0.8	-11%	3%	1.7%
Cc1ccccc1-n1ncc2c1CC(C)(C)CC2NC(=O)CCCN1CCCC1=O (stereo not given)	22%	-6%	4%	5%	4.3%	i	1.2	-8%	-1%	0.2%
O=C(O)/C=C/C(=O)Nc1cccc(C(F)(F)F)c1	4%	34%	10%	-34%	-1.8%	i	0.3	-5%	2%	0.6%
Cc1ccccc1OCC(=O)N/N=C/C=C/c1ccccc1	-16%	2%	2%	-11%	-6.5%	i	0.4	0%	0%	-0.3%
CCC1CCCCN1CCCNC(=O)c1cn(C)c2ccc(S(=O)(=O)N(C)C3CCCCC3)cc2c1=O (stereo not given)	-45%	2%	0%	-42%	3.9%	i	1.4	-6%	-4%	0.3%
CCOC(=O)C1C(=O)OC(C)(C)C1C(CC)C(=O)c1c(C)cc(C)cc1C (stereo not given)	-8%	-6%	16%	-2%	6.1%	i	0.4	-3%	-5%	0.8%
CCOCCCNS(=O)(=O)c1ccc(NC(=O)C2CC(=O)N(c3ccc(C)cc3)C2)cc1 (stereo not given)	-3%	-4%	-5%	-23%	-3.3%	i	0.1	-2%	3%	0.0%
CC(=O)Nc1ccc(C(=O)n2nc(C)cc2C)cc1	-32%	2%	-1%	12%	-3.8%	i	2.4	-7%	-1%	-1.0%
Cc1ccc(NC(=O)C(C)NC(=O)OCc2ccccc2)cc1C (stereo not given)	9%	2%	7%	-14%	0.7%	i	0.4	4%	-3%	-0.8%
COc1cccc(-c2cc(C(=O)NCCCn3ccnc3)c3ccccc3n2)c1	nt	17%	13%	-37%	-1.6%	i	0.3	-2%	10%	0.1%
COC(=O)c1ccc(N)cc1O	-7%	11%	10%	-4%	-6.3%	i	0.7	-1%	3%	-0.9%
Cc1cccc(C)c1OCC(=O)N/N=C/c1cccnc1	-4%	3%	0%	-25%	-3.3%	i	0.4	-7%	3%	0.0%
Cc1ccc(S(=O)(=O)N(CC2CO2)c2ccccc2[N+](=O)[O-])cc1 (stereo not given)	-14%[20 µM]	6%	7%	-5%	nt	nt	nt	-2%	4%	-1.0%
Cc1ccc2c(c1)COc1c3ccc(C(=O)NCCO)cc3nn1-2	-2%	2%	-94%	-3%	1.7%	i	2.5	-8%	-5%	-1.2%
COC(=O)c1cccnc1Oc1ccccc1	-13%	-5%	-7%	10%	6.5%	i	0.7	-9%	1%	-3.2%
CSc1ccc(Cl)c(C(=O)NCC(C)C)c1	0%	-2%	13%	-15%	-0.3%	i	0.6	7%	11%	-0.1%

4 entries from above, as a markdown table.
| molecule | KOR beta-arrestin-1 | Salmonella PhoP GFP | HEK293 NOD2/NF-kB | NOD1 NF-kB reporter | KOR beta-arrestin-2 | Myeloid diff 2 | Myeloid diff 2 GFP+ MAC1+ % | LYP phosphatase | Siah-1 displacement | HIV fusion peptide |
| --- | --- | --- | --- | --- | --- | --- | --- | --- | --- | --- |
| O=c1c2ccccc2cnn1CCOc1cccc(Br)c1 | -5% | -9% | -64% | -52% | 8.5% | i | 0.4 | -6% | 4% | -1.6% |
| CCOC(=O)c1c(C)[nH]c(C)c1S(=O)(=O)N1CCN(c2ccc(F)cc2)CC1 | -5% | 2% | 16% | -13% | -0.3% | i | 0.0 | -7% | 1% | -0.8% |
| CCn1c2ccccc2n2c(=O)c(=O)n(CC(=O)Nc3ccc(C(C)C)cc3)nc12 | 1% | 5% | 17% | -3% | -0.7% | i | 0.3 | -6% | 5% | 0.9% |
| O=c1c2cn(Cc3ccc(F)cc3)c3ccc(F)cc3c-2nn1Cc1ccc(F)cc1 | 20% | nt | 9% | -2% | 3.0% | i | 0.5 | -5% | 7% | 1.6% |
